# Assay outcomes: PubChem BioAssay, National Center for Advancing Translational Sciences (NCATS)
# RORg inh: qHTS for inhibitors of ROR gamma transcriptional activity | Nuclear receptor ROR-gamma (Mus musculus), P51450 | Potency, µM (titrated, usually from 53.6 µM), for inactives: top-dose activity change, negative = inhibition, hits mostly inhibitors | hit rate 5.4% among 310,000 | Drosophila S2 Gal4-RORgamma UAS-luciferase reporter, 20 h | AID 2551, 2010; note: potency is the fitted concentration of half-maximal effect; % is set by controls: 0 for no effect and ±100 for the full control effect; nearly all actives have a fitted effect of over 60% in size
#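 Stably transfected Drosophila Schneider cells are the test system, with ROR gamma fused to Gal4 and luciferase under UAS control; luminescence is read after 20 hr of 700 uM copper sulfate induction at ambient temperature.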
# p53 reactivator: qHTS assay for re-activators of p53 using a Luc reporter. hit rate 0.063% among 320,000. Potency, µM (doses to about 92.2 µM), for inactives: at the highest dose activity change, positive = activation, most hits filed as activators. H1299 p53-A138V BP100-luciferase reporter, luminescence, 24 h; note: potency is the fitted concentration of half-maximal effect; % of control where 0% means no effect; nearly all actives have a fitted effect of over 45% in size
#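 p53-null H1299 cells stably carrying temperature-sensitive p53-A138V and a BP100-luciferase reporter were pinned with compounds (4-point, 1:5 series) and held 24 hrs at 37 deg C. Luminescence was read 10 min after detection reagent.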
# Tb PFK block: qHTS Assay to Find Inhibitors of T. brucei phosphofructokinase. T. brucei PFK, ADP-Glo luminescence. Potency, µM (series often up to 57.5 µM), inactives show top-dose activity, negative = inhibition, hits mostly inhibitors. hit rate 0.17% among 330,000. AID 485367, 2010;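 note: potency is the fitted concentration of half-maximal effect; 0% = uninhibited 1x PFK enzyme wells and -100% = no-enzyme wells; nearly all actives have a fitted effect of over 60% in size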
# Target sequence (O15648 whole entry, looked up): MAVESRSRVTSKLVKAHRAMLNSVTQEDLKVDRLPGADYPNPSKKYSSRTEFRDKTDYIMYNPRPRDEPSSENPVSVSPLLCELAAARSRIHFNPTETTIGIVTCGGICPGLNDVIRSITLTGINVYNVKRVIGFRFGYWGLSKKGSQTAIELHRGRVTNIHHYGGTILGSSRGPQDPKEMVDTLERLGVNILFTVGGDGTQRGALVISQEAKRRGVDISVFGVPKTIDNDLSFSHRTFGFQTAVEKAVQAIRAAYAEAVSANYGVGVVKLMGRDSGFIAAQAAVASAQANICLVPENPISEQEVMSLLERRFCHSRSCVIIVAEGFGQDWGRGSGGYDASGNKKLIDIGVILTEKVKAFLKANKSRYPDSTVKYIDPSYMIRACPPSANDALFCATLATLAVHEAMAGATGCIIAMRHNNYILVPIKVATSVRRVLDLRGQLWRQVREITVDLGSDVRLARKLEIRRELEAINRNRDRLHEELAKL
#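 Activity is normalized to no-enzyme wells (full inhibition) and 1.25 nM enzyme wells (no inhibition). Reaction: 0.5 mM F6P, 0.1 mM ATP, 45 min RT, ADP-Glo luminescence; concentration-response curves fitted and classed by quality.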
# TRPV1 ag: HTS Assay for Compounds that Act as Agonists of the Vanilloid Receptor 1. hit rate 0.19% among 320,000. TRPV1-expressing cells, Fluo-8 calcium influx, agonist mode. activation, % at 8.33 µM. Transient receptor potential cation channel subfamily V member 1 (Homo sapiens), Q8NER1; in the data active = activation above about 80%; inconclusive = between about 30% and that limit; note: 0% is about no effect
#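 Fluo-8 calcium influx in TRPV1-expressing cells, kinetic read (ex 480/em 520 nm). Compound added and read 3 min for agonist activity, followed by capsaicin at EC20 final and 2 min further read for enhancement.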
# ELG1 genotoxic: qHTS screen for small molecules that induce genotoxicity in human embryonic kidney (HEK293T) cells expressing luciferase-tagged ELG1 | Potency, µM (doses to about 46 µM), for inactives: at the highest dose activity change, positive = activation, hits mostly activators | AID 504466, 2011 | hit rate 1.3% among 330,000 | HEK293T ELG1-luciferase reporter, luminescence, 16 h; note: potency is the fitted concentration of half-maximal effect; % of control where 0% means no effect; nearly all actives have a fitted effect of over 60% in size
#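 Reporter readout depends on ELG1 protein level, which increases with genetic stress. After 16 hr compound exposure at 37 °C, luciferase activity was quantified using ONE-Glo.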
# NPC1 prom act: qHTS Assay for NPC1 Promoter Activators; hit rate 2.4% among 320,000; Potency, µM (highest dose often 9.22 µM), inactives show at the highest dose activation, usual class: activators; Huh7 NPC1 promoter luciferase reporter, 24 h; AID 485313, 2010;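 note: potency is the fitted concentration of half-maximal effect; % of control where 0% means no effect; nearly all actives have a fitted effect of over 60% in size; reporter is driven by a mutant NPC1 promoter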
#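 Cells: Huh7 expressing luciferase under the NPC1 promoter, 1500/well. Seeded 2 h, compound added, incubated 24 h at 37 °C. Luciferase reagent, 10 min ambient, then luminescence.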
# FLuc counter: qHTS profiling assay for firefly luciferase inhibitor/activator using purifed enzyme and Km concentrations of substrates (counterscreen for miR-21 project) | purified FLuc, Km substrates, luminescence inhibition | AID 588342, 2011 | hit rate 6.9% among 360,000 | Potency, µM (highest dose often 57.5 µM), inactives show at the top dose activity change, negative = inhibition, most hits filed as inhibitors;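 note: potency is the fitted concentration of half-maximal effect; plate controls were vehicle for no effect and reference inhibitor for full effect; nearly all actives have a fitted effect of over 55% in size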
# Target sequence (P08659 whole entry, looked up): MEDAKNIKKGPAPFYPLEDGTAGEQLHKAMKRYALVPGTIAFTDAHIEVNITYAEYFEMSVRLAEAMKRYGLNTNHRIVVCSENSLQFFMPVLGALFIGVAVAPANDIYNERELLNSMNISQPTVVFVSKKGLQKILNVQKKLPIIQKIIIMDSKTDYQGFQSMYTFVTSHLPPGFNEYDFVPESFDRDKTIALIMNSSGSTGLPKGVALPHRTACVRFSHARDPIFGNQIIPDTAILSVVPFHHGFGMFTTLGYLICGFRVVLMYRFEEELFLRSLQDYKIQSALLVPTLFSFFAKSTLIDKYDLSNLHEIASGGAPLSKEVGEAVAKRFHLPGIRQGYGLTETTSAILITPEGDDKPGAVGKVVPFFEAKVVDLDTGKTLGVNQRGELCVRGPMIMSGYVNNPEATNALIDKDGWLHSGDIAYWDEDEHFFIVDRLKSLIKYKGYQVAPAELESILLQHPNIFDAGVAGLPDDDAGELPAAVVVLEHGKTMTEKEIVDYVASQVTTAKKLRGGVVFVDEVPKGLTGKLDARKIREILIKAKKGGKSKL
#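 Purified P. pyralis luciferase, 10 nM final, with Km-level 10 uM D-luciferin and 10 uM ATP in 50 mM Tris acetate pH 7.5, 10 mM Mg acetate, 0.01% Tween-20, 0.05% BSA; 6-point qHTS titration about 60 µM downward; luminescence read.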
# VP16 counter: VP16 counterscreen qHTS for inhibitors of ROR gamma transcriptional activity. Drosophila S2 Gal4-VP16 UAS-luciferase, luminescence, 20 h. Potency, µM (series often up to 53.6 µM), for the others: at the highest dose activity, negative = inhibition, hits mostly inhibitors. hit rate 3.5% among 310,000. AID 2546, 2010;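 note: Gal4-VP16 expression switched on by copper sulfate through the metallothionein promoter; potency is the fitted concentration of half-maximal effect; % is set by controls: 0 for no effect and ±100 for the full control effect; nearly all actives have a fitted effect of over 50% in size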
# Rab9 promoter act: qHTS Assay for Rab9 Promoter Activators. Potency, µM (series often up to 9.22 µM), for inactives: top-dose activation, negative = inhibition, actives largely listed as activators. hit rate 2.8% among 320,000. AID 485297, 2010. Huh7 Rab9 promoter-luciferase reporter, luminescence, 24 h; note: potency is the fitted concentration of half-maximal effect; % of control where 0% means no effect; nearly all actives have a fitted effect of over 60% in size
#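 Stable Rab9-luc Huh7, 1500 cells/well, 2 h settle; cmpd in DMSO, 24 h, 37 °C/5% CO2; luciferase reagent 10 min RT; luminescence.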
# ELG1 repair inh: qHTS screen for small molecules that inhibit ELG1-dependent DNA repair in human embryonic kidney (HEK293T) cells expressing luciferase-tagged ELG1 | Potency, µM (top dose mostly 46.1 µM), for inactives: top-dose activity change, negative = inhibition, hits mostly inhibitors | hit rate 2.3% among 330,000 | HEK293T ELG1-luciferase reporter, luminescence, 16 h; DNA damage induced by 5-fluorouridine; note: potency is the fitted concentration of half-maximal effect; % is set by controls: 0 for no effect and ±100 for the full control effect; nearly all actives have a fitted effect of over 55% in size
#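 In this reporter screen, reduction of luminescence relative to DMSO vehicle indicated activity. Compounds and 5-fluorouridine were added together to 2,000 cells per well, incubated for 16 hr at 37 °C, then developed with ONE-Glo.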
# BRCA1 expr act: qHTS Assay to Identify Small Molecule Activators of BRCA1 Expression. MCF7-BRCA1-FFLuc reporter, luminescence, 48 h; response scale: scaled: vehicle 0%, 10 µM genistein 100%. Potency, µM (top dose mostly 46.1 µM), inactives show at the highest dose activation, actives largely listed as activators. hit rate 1.1% among 380,000; note: potency is the fitted concentration of half-maximal effect; nearly all actives have a fitted effect of over 80% in size; some results filed as inactive show a strong effect at the top dose
#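 Activators of BRCA1 expression were detected as increased firefly luciferase luminescence in engineered MCF7 cells after 48 h compound incubation. Signals were scaled to genistein 10 microM as full activation.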
# * hit, by the source's call; ? = inconclusive; . = not tested or not shown; [ ] = dose if it differs, or a comment. Unless noted, calls come from the whole dose curve; as a rule, active = well fitted curve in the direction sought with a large enough effect; inconclusive = small, poorly fitted or top-dose-only effect, or another doubt; inactive = no such curve, though single readings can be large; an effect the other way counts as inactive or inconclusive.
smiles	ELG1 genotoxic	p53 reactivator	BRCA1 expr act	Tb PFK block	VP16 counter	FLuc counter	NPC1 prom act	TRPV1 ag	ELG1 repair inh	RORg inh	Rab9 promoter act
Cc1ccccc1NC(=O)COC(=O)CN1C(=O)NC(C)(C)C1=O	1%	-3%	0%	-8%	5%	1%	-3%	-5	3%	-39%	8%
CCn1c(=S)[nH]c2cc(S(=O)(=O)N3CCCCC3)ccc21	9.2µM*	-4%	-88%	-3%	?	7%	-3%	3	?	10µM*	-4%
COc1ccc(S(=O)(=O)N2CCCCCC2)cc1NC(=O)c1ccccc1F	2%	-7%	-35%	3%	.	3%	-25%	27	?	.	-3%
CC(C)OC(=O)CN1CCN(c2ccc(Cl)cc2)CC1	-2%	0%	-3%	-3%	5%	-4%	-2%	-1	?	-12%	-8%
O=C(N=C1c2ccccc2CN1c1ccc(F)c(Cl)c1)c1cccnc1Cl	?	?	.	0%	29%	15µM*	?	27	?	-6%	?
NS(=O)(=O)c1ccc(NCc2cc(Cl)ccc2OCc2ccccc2F)cc1	1%	-11%	-72%	-2%[0.46 µM]	?	-11%	1%	-4	-19%	19%	0%
CCCCCN(C(=O)NC(=O)Nc1ccccc1C)S(=O)(=O)c1ccccc1	-1%	-1%	0%	-6%	-9%	1%	1%	-3	-15%	-3%	-6%
COC(=O)CSC1=C(C#N)C(c2cccc(OC)c2)CC(=O)N1 (centres undefined)	-1%	-5%	-1%	-2%	3%	2%	-4%	2	-8%	-26%	3%
COCCN(CC(=O)NC1CCCCC1)C(=O)CCCC(=O)Nc1ccccn1	0%	-2%	-7%	4%	4%	-1%	-10%	2	-16%	-5%	-3%
CS(=O)(=O)N(CC(=O)N1CCOCC1)c1ccc(Cl)cc1	5%	8%	-1%	2%	4%	0%	1%	3	1%	-8%[1.91 µM]	15%
Cn1c(=O)[nH]c(=O)c2c1nc(N1CCCCCC1)n2CCSc1nc2ccccc2[nH]1	-7%	4%	-48%	-6%	-11%	-1%	-3%	-1	-25%	14%	0%
CC(C)N(Cc1ccccc1)C(=O)COC(=O)C1CCN(c2ccc(C(F)(F)F)cn2)CC1	0%	5%	1%	-3%	.	-1%	-6%	27	6%	.	0%
O=C(COC(=O)c1ccc(CO)cc1)NCc1cccs1	2%	?	10%	-2%	-17%	3%	2%	3	7%	35%	-1%
COc1cccc(CN(C(=O)c2cc3ccccc3oc2=O)C2CCS(=O)(=O)C2)c1 (centres undefined)	14%	29%	42%	6%	0%	?	16%	3	?	-37%	20%
Cn1nnnc1SCC(=O)Nc1ccc(S(=O)(=O)N2CCOCC2)cc1	-2%	-3%	8%	1%	-4%	3%	3%	-2	-13%	-7%	-9%
Cc1ccc(-n2nnnc2/C=C\Nc2cc(C)on2)cc1	0%	8%	13%	-4%	-7%	-7%	17%	10	18%	10%	-3%
Nc1ccc(Br)c[n+]1Cc1cccc2cccnc12	-3%	-3%	-31%	5%	-4%	-1%	-3%	1	-26%	1%	-10%
CCCS(=O)(=O)c1nc(S(=O)(=O)c2ccc(C)cc2)c(NCCCN2CCOCC2)s1	0%	-1%	-16%	-4%	-7%	5%	-1%	4	-2%	0%	1%
Cc1ccc(-c2cc(-c3nnc(SCC(=O)N(C)CCC#N)n3N)c3ccccc3n2)cc1	1%	4%	31%	0%	6%	11µM*	1%	-4	0%	40%	7%
Cc1nc(-c2ccccc2)nc2[nH]c(=O)n(-c3ccccc3)c(=O)c12	2%	?	40%	-15%	-27%	-20%[2.3 µM]	?	-2	?	?	?
CCN(CC(=O)NC(C)C)C(=O)[C@@H](NC(=O)c1ccco1)C(C)C	-1%	-3%	-4%	-2%	0%	4%	0%	4	-1%	19%	0%
NNC(=O)CCc1nc2ccccc2[nH]1	1%	7%	.	1%	-5%	-2%	-1%	1	9%	1%	0%
COc1cccc(CN2CCC(Oc3ccc(C(=O)NCc4ccccn4)cc3)CC2)c1O	-2%	14%	-7%	0%	2%	1%	-7%	1	-16%	2%	-9%
Nc1nn2c(-c3ccccc3)cc(=O)[nH]c2c1N=Nc1ccc(O)cc1	-11%	6%	38%	0%	11%[10 µM]	6.7µM*	-2%	1	?	0%	-1%[1.84 µM]
COCCn1nnnc1CN(CCCN1CCOCC1)Cc1cc2c(C)ccc(C)c2[nH]c1=O	0%	?	-19%	-5%	-20%	6%	1%	-1	3%	?	-3%
CC(C)(O)C(=O)NN(Cc1ccccc1)c1ccccc1	-1%	-2%	6%	0%	-5%	0%	-2%	0	2%	-12%	3%
CS(=O)(=O)c1nc2c(cc1C#N)CCCC2	3%	6%	4%	-1%	4%[10 µM]	1%	-6%	-4	15%	-3%	-4%[1.84 µM]
COc1ccc2cc(C(=O)N3CCN(c4ccccc4OC)CC3)[nH]c2c1	-5%	-3%	-25%	10%	10%	2%	0%	0	0%	15%	2%
Cn1c(=O)c2c(-c3ccccc3F)c3c(nc2n(C)c1=O)-c1ccccc1C3O (centres undefined)	?	1%	-13%	2%	-2%	-18%	-3%	-1	?	?	-4%
CCOc1ccc(-c2nc(S(=O)(=O)c3ccccc3)c(NC)o2)cc1	0%	-4%	4%	-2%	0%	4%	-5%	2	0%	-3%	1%
CCc1c(C(=O)NC2CCCCC2)[nH]c(C)c1C(C)=O	-2%	-2%	2%	0%	-6%	-1%	-3%	-1	1%	9%	0%
Cc1noc(NS(=O)(=O)c2ccc(NC(=O)c3ccoc3C)cc2)c1C	-2%	0%	13%	4%	-4%	-9%	2%	-1	3%	-7%	0%
COc1ccc(-c2nc(CS(=O)CC(=O)N3CCc4ccccc4C3)c(C)o2)cc1 (centres undefined)	9%	7%	4%	0%	3%	?	0%	-1	-7%	5%	3%
Cn1c(O)c(N=NC(=O)CNC(=O)/C=C/c2ccccc2)c2ccccc21	0%[9.26 µM]	-2%	7%	-3%	-3%	?	-4%	-10	-12%	0%	0%
Cn1c(-c2sc3cc(C(F)(F)F)cnc3c2-c2ccccc2)n[nH]c1=S	-2%	-1%	-2%	1%	?	-13%	-1%	1	-14%	2.8µM*	-4%
CCOC(=O)N1CCN(Cc2nc3cc(NC(=O)C(C)C)ccc3n2C)CC1	-2%	-8%	-11%	6%	3%	-1%	6%	6	4%	2%	-1%
COC(=O)c1c(NC(=O)CSc2nnnn2C)sc(C)c1C	2%	-14%	-9%	-9%	0%	-3%[2.3 µM]	0%	4	-22%	-2%	-2%
CCc1cc(=O)oc2cc(OCC(=O)NCCCN3CCOCC3)c(Cl)cc12	3%	3%	25%	-8%	-11%	-1%	5%	2	-3%	-4%	0%
CSc1ccc(S(=O)(=O)NCC(=O)OCC(=O)N2CC(C)CC(C)C2)cc1[N+](=O)[O-] (centres undefined)	-5%	7%	-9%	4%	.	0%	3%	13	5%	.	0%
COc1cc(OC)cc(C(=O)Nc2ccc(NC(=O)c3ccco3)c(C)c2)c1	?	9%	?	-15%	?	12µM*	20%	2	?	20%	15%
NC(=O)CN1C(=O)C2C3c4ccccc4C(c4ccccc43)C2C1=O (centres undefined)	4%	-2%	-2%	-2%	-4%	0%	-4%	-3	-4%	-29%	-1%
O=C(Nc1ccc(N2CCOCC2)cc1)c1ccc([N+](=O)[O-])o1	9.2µM*	-9%	-89%[inhibitor]	-5%	?	8.5µM*	1.4µM*	8	?	11µM*	1.6µM*
CC(=O)c1ccc(NC(=S)N(CCCN(C)C)Cc2ccccc2)cc1	1%	-4%	0%	0%	-11%	4%	3%	2	-9%	18%	-1%
COc1ccc(C(=O)OCc2nc(N)nc(Nc3ccccc3C)n2)cc1OC	2%	-3%	-2%	5%	5%	-1%	-1%	2	?	18µM*	0%

# Rows were taken by chance; overall some 15% were active at least once.
